High-throughput results (PubChem BioAssay)
KCNQ1 pot = potentiates or activates the human KCNQ1 potassium channel; P51787; CHO-K1 KCNQ1, thallium flux FluxOR fluorescence; hits give high values; B-score at 10 µM; 0.35% of 310,000 active; AID 2648;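 active means fluorescence ratio B-score, a plate-corrected score, at least three library SD, with initial intensity B-score within 5 SD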
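assay system = KCNQ1-transfected CHO-K1 cells | medium = assay buffer with matched DMSO | probe or stimulus = depolarizing K+/Tl+ stimulus, K2SO4 and Tl2SO4 each 12.5 mM in 5x stock | dosing = single dose | incubation = dye 90 min, compound 20 min, room temperature | detection = kinetic FluxOR fluorescence, 10 s baseline plus 110 s post-stimulus | evaluation = ratio B score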
HDAC3 inhib = inhibitors of human histone deacetylase 3; recombinant HDAC3, fluorogenic peptide/trypsin coupled, fluorescence; O15379; 0.15% of 320,000 active; AID 2718; inhibition, % at 8.3 µM; in the data active means inhibition above about 26%, passing the limit was not always enough
Target sequence (O15379 whole entry, looked up): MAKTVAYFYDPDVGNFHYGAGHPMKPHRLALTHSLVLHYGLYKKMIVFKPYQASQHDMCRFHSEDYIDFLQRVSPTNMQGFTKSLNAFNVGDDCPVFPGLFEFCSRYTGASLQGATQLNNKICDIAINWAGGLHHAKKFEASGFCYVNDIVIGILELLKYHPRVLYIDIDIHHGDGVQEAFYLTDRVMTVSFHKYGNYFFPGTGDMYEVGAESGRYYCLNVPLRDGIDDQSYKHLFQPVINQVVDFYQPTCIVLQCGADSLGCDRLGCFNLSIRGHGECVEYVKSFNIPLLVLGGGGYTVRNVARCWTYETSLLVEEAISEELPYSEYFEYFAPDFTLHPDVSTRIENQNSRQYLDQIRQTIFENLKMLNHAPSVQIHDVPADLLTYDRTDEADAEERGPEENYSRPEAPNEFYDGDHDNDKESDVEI
KCNK9 block = blocks the human KCNK9 two-pore domain potassium channel | Q9NPC2 | HEK293 KCNK9, FluxOR thallium flux fluorescence; hits give low values | B-score at 10 µM | 1.2% of 310,000 active;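 active means ratio B-score over 3 SD below the library mean, with starting fluorescence within 5 SD of its mean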;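 further: negative B-score means less thallium flux so channel inhibition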
Target sequence (Q9NPC2 whole entry, looked up, the tested form may be a part): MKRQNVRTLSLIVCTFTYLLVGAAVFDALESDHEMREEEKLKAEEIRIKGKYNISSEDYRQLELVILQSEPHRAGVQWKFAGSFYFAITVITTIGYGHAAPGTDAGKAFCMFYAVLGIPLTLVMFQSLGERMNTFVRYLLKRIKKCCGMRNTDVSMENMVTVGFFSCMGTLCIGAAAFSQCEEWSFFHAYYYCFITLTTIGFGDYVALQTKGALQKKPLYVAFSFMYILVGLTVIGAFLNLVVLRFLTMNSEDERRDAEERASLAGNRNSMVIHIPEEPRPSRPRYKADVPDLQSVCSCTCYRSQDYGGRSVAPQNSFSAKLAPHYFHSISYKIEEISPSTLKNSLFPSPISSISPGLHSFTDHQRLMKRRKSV
ANO1 activ = mouse TMEM16A channel activation, primary screen; B-score at 10 µM; HEK293 TMEM16A/YFP-H148Q/I152L, iodide quench fluorescence; hits give low values; Q8BHY3; 0.3% of 340,000 active; AID 623877;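 active means fluorescence-ratio B-score plate-corrected deviation score at least 3 library SD below zero, with starting fluorescence score within 5 deviations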;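 further: channel opened by trigger with iodide after compound preincubation; score built on the fluorescence ratio of max minus min over baseline; more negative score means more quench and so TMEM16A activation or potentiation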
ANO1 block = mouse TMEM16A channel inhibition, primary screen | normalized B-score (activity score, 25-100; higher = stronger inhibition) at 10 µM | HEK293 TMEM16A/YFP iodide influx fluorescence, ionomycin | 1.2% of 310,000 active;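 active means ratio plate-corrected score three or more library SD toward inhibition, starting fluorescence score within five deviations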;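 further: score derived from kinetic fluorescence span divided by baseline fluorescence per well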
KCNK3 block = human KCNK3 channel inhibition, primary screen; CHO-KCNK3 thallium flux, FluxOR fluorescence; hits give low values; 0.84% of 340,000 active; B-score at 10 µM; AID 602410;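 active means B-score under library mean minus 4 SD, starting fluorescence ratio at most library mean plus 5 SD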;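 further: more negative B-score means stronger inhibition of thallium flux through KCNK3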
KCNQ1 inh = inhibitors of human KCNQ1 potassium channel; P51787; CHO-K1 KCNQ1, FluxOR thallium flux fluorescence; hits give high values; B-score at 10 µM; 1.3% of 310,000 active; AID 2642;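 active means compounds whose thallium flux B-score, printed positive for inhibition, exceeds three library SD while starting fluorescence stays within three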;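 further: channel opened by potassium depolarization with thallium stimulus after 20 min compound exposure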
DYRK1A inh = blocks rat Dyrk1A kinase activity; 0.43% of 310,000 active; Q63470; AID 504441; ADP-Glo luminescence, NFATc1 peptide; inhibition, % at 12.5 µM; in the data active means inhibition above about 50%;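 further: plate controls were vehicle with enzyme for no effect and no enzyme for full effect; many of its hits are not listed in these tables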
TRPC4 PAM = TRPC4 (mouse) allosteric potentiation; 0.42% of 310,000 active; Q9QUQ5; HEK293 TRPC4beta/mu-opioid, DAMGO EC20, Fluo-4 Ca2+ flux; hits give high values; B-score at 10 µM; AID 2227;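 active means B-score of calcium response area above 5 SD of library B-scores, with initial fluorescence ratio within 5 SD of library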;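 further: B-score of integrated fluorescence ratio over time as area under calcium response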
TRPC4 act = TRPC4 (mouse) channel activation; 0.49% of 310,000 active; HEK293 TRPC4beta/mu-opioid, Fluo4 calcium fluorescence; hits give high values; AID 2237; B-score at 10 µM; Q9QUQ5;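 active means B-score above 5 SD of library B-scores, and initial fluorescence ratio not above library mean plus 5 SD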;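 further: positive B-score marks a calcium rise read as TRPC4 activation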
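System – HEK293 cells stably co-expressing mouse TRPC4beta and mu-opioid receptor · Signal – Fluo4 calcium-sensitive dye fluorescence, kinetic, 1 Hz baseline · Benchmarks – buffer (low) and maximal DAMGO (high) · Read-out – B score of integrated fluorescence ratio per well · Incubation – dye loading 45 min room temperature, 110 s kinetic read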
hERG protect = hERG (human) protection from proarrhythmic block; Q12809; CHO-hERG, FluxOR thallium flux, dofetilide IC70 present; activation (rescue from dofetilide block), less the hit threshold, % at 10 µM; 0.51% of 310,000 active; AID 1511;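 active means activation above the mean of controls blocked by dofetilide plus 5 SD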;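 further: thallium influx through hERG after potassium depolarization seen as dye fluorescence rise; in these data hits start at about 4.7%; inactives centre near -7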
* marks the source's active call; other numbers are inactive results; i = inactive; nt = no result given.

SMILES | KCNQ1 pot | HDAC3 inhib | KCNK9 block | ANO1 activ | ANO1 block | KCNK3 block | KCNQ1 inh | DYRK1A inh | TRPC4 PAM | TRPC4 act | hERG protect
C/C(=N\NC(=S)NC1CCCCC1)c1cccc(C(F)(F)F)c1 | i | -0.2 | i | i | i | i | i | 3.5 | i | i | -8.2
COc1ccc(CN(C)C(=O)CCN2C(=O)c3ccccc3C2=O)c(OC)c1OC | i | -0.9 | i | i | i | i | i | -8.1 | i | i | -1.5
Cc1nn(-c2ccccc2)c2sc(C(=O)NNC(=O)COc3cccc4ccccc34)cc12 | i | 1.8 | i | i | i | i | i | 3.6 | i | i | -5.9
O=C(CSc1ccccn1)C12CC3CC(CC(C3)C1)C2 | i | 1.9 | i | i | i | i | i | -0.9 | i | i | -8.4
CC(C)Cc1nc(SCC(=O)N2CCCCC2)c2c(=O)n(C)c(=O)n(C)c2n1 | i | nt | i | i | i | i | i | 5.3 | i | i | -5.7
COC(=O)c1cc(S(=O)(=O)N(C)c2ccc(C)c(C)c2)c[nH]1 | i | -0.7 | i | i | i | i | i | -0.4 | i | i | -0.8
Cc1ccc(OCC(=O)N/N=C/c2ccco2)cc1 | i | 6.3 | i | i | i | i | i | 14.0 | i | i | 4.5
Cc1ccc(S(=O)(=O)c2c(C)nn(-c3ccccc3)c2OC(=O)c2ccco2)cc1 | i | -1.4 | i | i | i | i | i | 3.8 | i | i | -5.3
Cc1ccc(NS(=O)(=O)c2cc(NC(=O)c3ccc4c(c3)NC(=O)CS4)ccc2Cl)c(C)c1 | i | 15.5 | i | i | i | i | i | -1.8 | i | i | -4.3
CN(C)/C=C(\C#N)C(=O)N/N=C(\CC(=O)C(F)(F)F)c1ccco1 | i | 3.9 | i | i | i | i | i | 3.5 | i | i | -1.1
CCOc1ccc(NC(=O)c2cccc3c2C(=O)N(Cc2cccnc2)C3)cc1 | i | 9.2 | i | i | i | i | i | -11.8 | i | i | -3.1
O=S(=O)(N/N=C\c1ccc2c(c1)OCO2)c1ccc(Cl)cc1 | i | -1.7 | i | i | i | i | i | 2.3 | i | i | -10.0
COc1cccc(CNC(=O)N2CCN(c3ccccc3C)CC2)c1 | i | 0.4 | i | i | i | i | i | 0.4 | i | i | -7.5
CCN(CC(=O)Nc1ccc(NC(C)=O)cc1)Cc1c(O)ccc2cc(Br)ccc12 | i | -2.9 | i | i | i | i | i | 8.5 | i | i | -5.3
COc1ccc2cc(C(=O)NCCCN3CCCC3=O)[nH]c2c1 | i | -1.8 | i | i | i | i | i | 12.1 | i | i | -5.8
CC1CN(C(=O)COC(=O)c2cc(Cl)ccc2Cl)CC(C)O1 (stereo not given) | i | -0.7 | i | i | i | i | i | 2.7 | i | i | -19.9
COc1ccc(CN(C(=O)CSc2nnc(-c3c[nH]c4ccccc34)o2)c2ccc(F)cc2)cc1OC | i | 1.4 | -8.81* | i | i | -13.9* | i | 5.3 | i | i | -16.9
COc1cccc2cc(-c3nc4ccccc4o3)c(=O)oc12 | i | -0.7 | i | i | i | i | i | -1.5 | i | i | -5.9
O=C(COc1ccc2c(c1)oc(=O)c1ccccc12)NCCCN1CCOCC1 | i | -36.2 | i | i | i | i | i | 5.5 | i | i | -4.0
O=C(NCC(=O)N1CCN(c2ccccn2)CC1)c1ccc(Br)o1 | i | -2.5 | i | i | i | i | i | -2.0 | i | i | -12.4
NS(=O)(=O)c1ccc(CCNC(=O)CNS(=O)(=O)c2cccc(Br)c2)cc1 | i | -5.5 | i | i | i | i | i | nt | i | i | -14.5
COc1ccc(C2C(C#N)=C(SCC(=O)Nc3ccc(C)cc3)NC3=C2C(=O)CC(C)(C)C3)cc1 (stereo not given) | i | 5.3 | i | i | i | i | i | -3.4 | i | i | -8.7
CCn1c(SCC(=O)Nc2cc(C)on2)nc2c([nH]c3ccccc32)c1=O | i | -0.4 | i | i | i | i | i | -7.5 | i | i | -9.8
O=c1[nH]n(Cc2ccccc2)c2ccccc12 | i | -34.8 | i | i | i | i | i | nt | i | i | -13.0
NS(=O)(=O)c1ccc(CCNC(=O)CN2CCN(c3ccccc3F)CC2)cc1 | i | 1.8 | i | i | i | i | i | -2.2 | i | i | -9.0
O=c1cc(CSc2ccccc2)[nH]c2ccccc12 | i | -2.8 | i | i | i | i | i | 21.8 | i | i | -5.1
CN1C(C(=O)N2CCc3ccccc3C2)=CC(c2ccc(F)cc2)=NS1(=O)=O | i | 0.7 | i | i | i | i | i | -2.1 | i | i | -4.9
CCOC(=O)C1=C(C)N(CCO)C(=O)NC1c1ccccc1 (stereo not given) | i | -1.5 | i | i | i | i | i | 10.9 | i | i | -9.8
Cc1cccn2cc(CNC(=O)c3ccco3)nc12 | i | -0.9 | i | i | i | i | i | -1.1 | i | i | 0.6
CCN(CC1COc2ccccc2O1)C(=O)CN1C(=O)NC(C)(c2ccc(C)cc2)C1=O (stereo not given) | i | 3.3 | i | i | i | i | i | 0.8 | i | i | -10.4
Cc1cccc(Oc2ccc(NC(=O)c3ccccc3C(=O)O)cc2)c1C | i | 4.2 | i | i | i | i | i | -2.3 | i | i | 5.6*
Cc1nnc(SCC(=O)NC2CC2)n1CC1CCCO1 (stereo not given) | i | 1.5 | i | i | i | i | i | -3.8 | i | i | -1.1
Cc1cccc(C(=O)Nc2cccnc2Cl)c1 | i | -2.7 | i | i | i | i | i | 5.1 | i | i | -6.1
COC(=O)c1sccc1NC(=O)c1cccs1 | i | -1.6 | i | i | i | i | i | nt | i | i | -6.7
C=CCON1C(=O)c2ccccc2C1=O | i | 0.3 | i | i | i | i | i | -7.4 | i | i | -2.6
Clc1cccc(C[n+]2cc(-c3ccccc3)n3c2CCC3)c1 | i | -4.1 | i | i | i | i | i | 3.6 | i | i | -11.7
CSCC[C@H](NC(=O)[C@H](Cc1ccccc1)n1c(=O)[nH]c2ccccc2c1=O)C(=O)N1CCC(C(=O)O)CC1 | i | -0.9 | i | i | i | i | i | -1.1 | i | i | 3.6
COc1ccccc1NC(=O)c1ccc(COc2ccc3c(c2)CCC3)cc1 | i | -2.2 | i | i | i | i | i | -1.1 | i | i | -10.2
CN1C(=O)S/C(=C/c2ccccc2OCc2ccc(C(=O)O)cc2)C1=O | i | 6.2 | i | i | i | i | i | 6.4 | i | i | -13.4
Cc1ccc2c(c1)cc1c(=O)n(CC(=O)N3CCCC3)nc(C)n12 | i | -8.3 | i | i | i | i | i | 4.2 | i | i | -7.1
CCOC(=O)c1sc(Nc2ccccc2)nc1C | i | 6.7 | i | i | i | i | i | 7.2 | i | i | -5.3
O=C(CN(C(=O)Cn1nnc(-c2ccc(F)cc2)n1)c1cnc2ccccc2c1)NCC1CCCO1 (stereo not given) | i | -2.2 | i | i | i | i | i | -2.2 | i | i | -21.6
CCN(Cc1ccccc1)C(=O)CCS(=O)(=O)c1ccc2c(c1)n(C)c(=O)c(=O)n2C | i | 4.8 | i | i | i | i | i | 1.2 | i | i | -7.7
Cc1coc2c(C)c3oc(=O)c(CCC(=O)NCCCN4CCOCC4)c(C)c3cc12 | i | -4.8 | i | i | i | i | i | 0.7 | i | i | -3.3
COc1ccc(-c2noc3c2-c2nc(-c4ccccc4C)sc2CC3)cc1 | i | 6.5 | i | nt | i | nt | i | nt | i | i | -12.4
CCOC(=O)c1ccc(NC(=S)NCc2ccccc2)cc1 | i | 1.9 | i | i | i | i | i | 0.0 | i | i | -7.7
CC(C)[C@H](NC(=O)c1ccccc1)C(=O)OCc1nnc(-c2ccccc2)o1 | i | 6.2 | i | i | i | i | i | 0.4 | i | i | -9.9
Cc1ccc(C(C(=O)NC2CCCC2)N(CCCO)C(=O)Cn2nnc(-c3ccc(C)o3)n2)cc1 (stereo not given) | i | 4.2 | i | i | i | i | i | -4.2 | i | i | -5.7
COc1ccc(C)cc1N(CC(=O)N1CCCCCC1)S(=O)(=O)c1ccccc1 | i | 4.8 | i | i | i | i | i | -3.7 | i | i | -9.2
Cc1cc(=O)oc2cc(NC(=O)C(C)Oc3ccccc3)ccc12 (stereo not given) | i | -6.5 | i | i | i | i | i | 8.6 | i | i | -12.3
COc1ccccc1/C=C/C(=C1/C(=O)N(c2ccccc2)N=C1C)c1ccc(C)cc1 | i | 2.8 | i | i | i | i | i | 5.3 | i | i | -0.2
CC1CCc2sc(C(=O)NC(C)C3CCCO3)cc2C1 (stereo not given) | i | 1.1 | i | i | i | i | i | nt | i | i | -8.9
COC(=O)c1sc(N)c(C(=O)OC)c1COC(=O)C12CC3CC(CC(O)(C3)C1)C2 | i | -2.0 | i | i | i | i | i | -7.1 | i | i | -10.8
O=C(NC1CCCCC1)c1ccc([N+](=O)[O-])o1 | i | 1.3 | i | i | i | i | i | -4.7 | i | i | -6.3
O=C(c1cc2ccccc2oc1=O)N(Cc1cccs1)Cc1cccs1 | i | 2.2 | i | i | i | i | i | -4.1 | i | i | -9.1
CC(NC(=O)C1CSC2(C)CCC(=O)N12)c1ccccc1Cl (stereo not given) | i | 0.9 | i | i | i | i | i | -4.2 | i | i | -3.3
COc1ccc(C(=O)/C=C/c2cccs2)c(OC(=O)c2cccc([N+](=O)[O-])c2)c1 | i | 0.4 | i | i | i | i | i | 0.6 | i | i | -12.9
COc1cccc(CNC(=O)N[C@@H](C)C(=O)O)c1 | i | 7.9 | i | i | i | i | i | 20.0 | i | i | -3.3
C=CCNC(=O)C1CC(=O)N(c2ccc(OCC(=O)Nc3ccc(OC)cc3)cc2)C1 (stereo not given) | i | 9.0 | i | i | i | i | i | -4.3 | i | i | -10.6
CCOC(=O)c1ccc(NC(=O)CSc2nncn2-c2cccnc2)cc1 | i | -2.7 | i | i | i | i | i | -2.9 | i | i | -3.6

Continuation:
SMILES | KCNQ1 pot | HDAC3 inhib | KCNK9 block | ANO1 activ | ANO1 block | KCNK3 block | KCNQ1 inh | DYRK1A inh | TRPC4 PAM | TRPC4 act | hERG protect
CCCCCOc1ccccc1C(=O)NCCC(=O)O | i | -0.7 | i | i | i | i | i | -4.7 | i | i | -6.2
O=C(c1ccc2c(c1)OCO2)C1CCCN(C2CCN(CCc3ccccc3)CC2)C1 (stereo not given) | i | 6.7 | i | i | i | i | i | -4.0 | i | i | -11.4
C=C(C)CN=C1SC(C(=O)Nc2sc3c(c2C(=O)OC)CCC3)C(N)=C1C(N)=O (stereo not given) | i | nt | i | i | i | i | i | 0.0 | i | i | -13.6
COc1ccc(/C=C2\SC(=NCc3ccccc3)N(Cc3ccccc3)C2=O)cc1OC | i | -7.0 | i | i | i | i | i | -0.8 | i | i | -5.5

A portion of the library; the hit share may differ from the screen's.
